Compound activity deposited in PubChem BioAssay by several laboratories.
Large T inhibition = TAg ATPase/helicase activity blockers – biochemical (AID 1903); SV40 large T antigen ATPase/helicase inhibition assay; higher % means a stronger effect; one-dose inhibition, % at 20 µM; IC50 in µM for titrated hits; 310,000 compounds, 0.39% hits; in the data active means a potency from the dose series; inconclusive means inhibition mostly from about 32% at the one dose, without a potency; inactive means the rest, 99 in 100 with inhibition below about 32%; further: strong numbers were not always called active
PhoP inhibition = inhibitors of PhoP regulon expression, primary screen, Salmonella Typhimurium, GFP reporter (AID 1863). S. Typhimurium PhoP-regulated promoter GFP reporter, 4 h; higher % means a stronger effect. inhibition, % at 50 µM; hits with a dose series show IC50 in µM. 300,000 compounds, 0.16% hits;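 active means inhibition over 29.93%, a cutoff 3 SD above the screen mean, later confirmed by dose response; inconclusive means inhibition over 29.93% but no dose response follow-up; inactive means inhibition at most 29.93% or unconfirmed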;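 further: 0% = low Mg2+ inducing control and 100% = high Mg2+ repressing control; strong numbers were not always called active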
West Nile antiviral = inhibition of WNV-induced cytopathic effect – cell-based, CPE readout (AID 1621) | CPE inhibition, % at 10 µM, or IC50 in µM where a hit was titrated | 290,000 compounds, 0.02% hits | West Nile virus-infected cells, CPE inhibition; higher % means a stronger effect; in the data active means a potency from the dose series; inconclusive means CPE inhibition mostly from about 3.7% at the one dose, without a potency; inactive means the rest, 99 in 100 with CPE inhibition below about 2.2%; further: strong numbers were not always called active
PMI inhibitors = inhibitors of human PMI, primary screen, biochemical, fluorescence intensity, coupled assay (AID 1209). 190,000 compounds, 0.42% hits. inhibition, % at 20 µM, or IC50 in µM where a hit was titrated. purified PMI enzyme, coupled fluorescence intensity; higher % means a stronger effect;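 further: plate controls were DMSO vehicle for no effect and wells lacking substrate for full effect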
CSM14.1 death rescue = protection against thapsigargin-triggered cell killing – 384-well, CSM14.1, ATP luminescence, primary screen (AID 1222); CSM14.1 thapsigargin-induced death rescue, ATP luminescence; higher % means a stronger effect; cellular ATP content (survival), % at 20 µM; hits with a dose series show EC50 in µM; 190,000 tested, under 10 active;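 active means EC50 below 50 µM in the dose-response confirmation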;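 further: death triggered by thapsigargin at about 15 µM added after 2 h compound pretreatment; cell ATP read after overnight thapsigargin exposure of roughly 18 to 22 hours; normalized against plate controls of thapsigargin alone and 5% DMSO vehicle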
TNAP activators = stimulation of alkaline phosphatase TNAP activity – biochemical, luminescent, no phosphate acceptor, uHTS, primary screen (AID 1001); 200,000 compounds, 0.03% hits; purified TNAP, luminescent activation assay, no phosphate acceptor; higher activation fold means a stronger effect; activation fold at 20 µM; hits with a dose series show EC50 in µM; in the data active means activation fold from about 3, or a potency from the dose series; inactive means the rest, 99 in 100 with activation fold below about 1.6; further: many of its hits are not listed in these tables
human PMI inhibitors = human PMI inhibitors, high substrate, primary screen, biochemical, fluorescence intensity, high mannose 6-phosphate (AID 1220); recombinant PMI enzyme, coupled fluorescence intensity; higher % means a stronger effect; 190,000 compounds, 0.66% hits; one-dose inhibition, % at 20 µM; IC50 in µM for titrated hits
RSV CPE inhibition = RSV antiviral activity via CPE protection, HEp-2 cells, primary 10 µM value included (AID 2391) | 310,000 compounds, 0.13% hits | one-dose CPE inhibition, % at 10 µM; IC50 in µM for titrated hits | HEp-2 cells, RSV-induced CPE inhibition; higher % means a stronger effect; in the data active means a potency from the dose series; inconclusive means CPE inhibition mostly from about 23% at the one dose, without a potency; inactive means the rest, 99 in 100 with CPE inhibition below about 21%; further: strong numbers were not always called active
Ins promoter up = MIN6 insulin promoter up-regulation. MIN6 insulin promoter-GFP reporter, high-content imaging; active compounds read high. AID 1625. 190,000 compounds, 0.3% hits. z-score at 5 µM;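 active means z-score above 3 at 5 µM with at least 500 cells counted in the well; inconclusive means wells under 500 cells, flagged as cytotoxic or low count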
Ins promoter up cell count = recorded beside Ins promoter up, whose call it bears; cell count; measured here: cytotoxicity, nuclei count;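 total cells summed across four imaged fields per well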
* hit, by the source's call; & = joins results of further samples. Unless noted, no stated cut-off is given here; in the data, active means inhibition above about 50%; inactive means the rest.

`Cn1nnnc1-c1cc(Cl)cc(Cl)c1` gave Large T inhibition 7%, PhoP inhibition 3%, West Nile antiviral -0.1%, PMI inhibitors -21%, CSM14.1 death rescue -1.9%, TNAP activators 1, human PMI inhibitors -9%, RSV CPE inhibition 0.2%, Ins promoter up -0.04 and Ins promoter up cell count 1145.
C#CCOCCOCCOCCNc1nc(N2CCN(C(=O)Cn3cc(CCCCN)nn3)CC2)nc(N2CCN(C(=O)[C@H](C)n3cc(CCCN=C(N)N)nn3)CC2)n1 was read as Large T inhibition 5%, PhoP inhibition 11%, West Nile antiviral -0.8%, PMI inhibitors -22%, CSM14.1 death rescue -3.6%, TNAP activators 1.1, human PMI inhibitors -43%, Ins promoter up 0.28 and Ins promoter up cell count 1268.
Screening C=C(C)C1CCC2(C(=O)O)CCC3(C)C(CCC4C5(C)C(C=O)C(O)C(C)(C)C5CCC43C)C12 (centres undefined) returned Large T inhibition 8%, PhoP inhibition 2%, West Nile antiviral -0.4%, RSV CPE inhibition 2.2%, Ins promoter up -0.04 and Ins promoter up cell count 875.
For CCNC(=S)N/N=C(\C)c1ccc2ccccc2c1 the results were Large T inhibition 8%, PhoP inhibition 2%, West Nile antiviral 0.3%, PMI inhibitors -16%, CSM14.1 death rescue -0.8%, TNAP activators 1.1, human PMI inhibitors -16%, RSV CPE inhibition inconclusive, Ins promoter up -0.51 and Ins promoter up cell count 1267.
`O=C(CSc1ccc2ccccc2c1Br)Nc1cccc(S(=O)(=O)NC2=NCCCCC2)c1` gave Large T inhibition 4%, PhoP inhibition -5%, West Nile antiviral -0.8%, PMI inhibitors 18%, CSM14.1 death rescue 0.7%, TNAP activators 1.1, human PMI inhibitors 7%, RSV CPE inhibition 7.3%, Ins promoter up 0.24 and Ins promoter up cell count 1407.
Screening CCc1ccccc1N1CC23C=CC(O2)C(C(=O)OCC(C)C)C3C1=O (centres undefined) returned Large T inhibition -2%, PhoP inhibition 8%, West Nile antiviral 0.0%, PMI inhibitors 4%, CSM14.1 death rescue -0.6%, TNAP activators 1.1, human PMI inhibitors 8%, RSV CPE inhibition -1.1%, Ins promoter up 0.53 and Ins promoter up cell count 978.
Screening O=C1CC(N2CCN(c3ccc(F)cc3)CC2)C(=O)N1Cc1cccs1 (centres undefined) returned Large T inhibition 8%, PhoP inhibition -5%, West Nile antiviral 0.1%, PMI inhibitors 8%, TNAP activators 1.1, human PMI inhibitors 5%, RSV CPE inhibition 2.5%, Ins promoter up 0.05 and Ins promoter up cell count 1026.
Screening O=C(CN(c1ccccc1F)S(=O)(=O)c1ccccc1)Nc1ccc2c(c1)OCCO2 returned Large T inhibition 7%, PhoP inhibition 5%, West Nile antiviral -0.7% and RSV CPE inhibition 4.0%.
`COc1cccc(CNS(=O)(=O)c2ccc(-n3cnnn3)c(C)c2)c1` gave Large T inhibition 3%, PhoP inhibition 5%, West Nile antiviral -0.2% and RSV CPE inhibition 0.4%.
Screening O=C1CC(NNc2ccccc2)C(=O)N1c1ccccc1 (centres undefined) returned Large T inhibition 9%, PhoP inhibition 5%, West Nile antiviral 0.5%, PMI inhibitors -71%, CSM14.1 death rescue -5.2%, TNAP activators 1, human PMI inhibitors -150%, RSV CPE inhibition 2.6%, Ins promoter up 0.07 and Ins promoter up cell count 1160.
`O=C(O)Cc1ccc(-c2ccccc2-c2ccccc2)cc1` gave Large T inhibition 7%, PhoP inhibition 4%, West Nile antiviral 0.4%, PMI inhibitors 0%, CSM14.1 death rescue -3.2%, TNAP activators 1, human PMI inhibitors -3% and RSV CPE inhibition 3.2%.
COC(=O)c1c(NC(=O)COC(=O)Cn2cnc3ccccc32)sc2c1CCCC2 was read as Large T inhibition 8%, PhoP inhibition -3%, West Nile antiviral 1.4%, PMI inhibitors 13%, CSM14.1 death rescue 0.4%, TNAP activators 1.7, human PMI inhibitors 2%, RSV CPE inhibition 6.4%, Ins promoter up 1.1 and Ins promoter up cell count 1422.
For CCC(=O)N1c2ccc(S(=O)(=O)CCC(=O)NC3CCCC3)cc2CC1C (centres undefined) the results were Large T inhibition 1%, PhoP inhibition -4%, PMI inhibitors -5%, CSM14.1 death rescue -2.4%, TNAP activators 1.1, human PMI inhibitors -5%, RSV CPE inhibition 0.7%, Ins promoter up 0.83 and Ins promoter up cell count 1613.
Cc1ccccc1S(=O)(=O)NC1=NCCCCC1 was read as Large T inhibition 9%, PhoP inhibition -1%, West Nile antiviral 0.3%, PMI inhibitors 5%, CSM14.1 death rescue 23%, TNAP activators 1.1, human PMI inhibitors -1% and RSV CPE inhibition 0.8%.
O=C(CCC(=O)N(CC(=O)NC1CCCCC1)Cc1cccs1)Nc1ccccn1 was read as Large T inhibition 20%, PhoP inhibition -4%, West Nile antiviral 0.5%, PMI inhibitors -11%, CSM14.1 death rescue 1.8%, TNAP activators 1.1, human PMI inhibitors -6%, RSV CPE inhibition -0.3%, Ins promoter up -0.32 and Ins promoter up cell count 1253.
`COc1ccc(/C(N)=N/OC(=O)c2c(-c3ccccc3Cl)noc2C)cc1OC` gave Large T inhibition 7%, PhoP inhibition 9%, West Nile antiviral 1.7% and RSV CPE inhibition 9.6%.
`O=S(=O)(Nc1ccccc1N1CCOCC1)c1ccc(F)c(Cl)c1` gave Large T inhibition -11%, PhoP inhibition -8%, West Nile antiviral -1.5% and RSV CPE inhibition 1.0%.
Screening Cc1sc2ncnc(OCC(=O)NC3CCS(=O)(=O)C3)c2c1C (centres undefined) returned Large T inhibition -3%, PhoP inhibition 8%, West Nile antiviral 0.7%, RSV CPE inhibition -0.4%, Ins promoter up -0.83 and Ins promoter up cell count 1061.
For O=c1[nH]cc(O)c(=O)[nH]1 the results were Large T inhibition 2%, PhoP inhibition 6%, West Nile antiviral 0.0%, RSV CPE inhibition 1.2%, Ins promoter up -0.08 and Ins promoter up cell count 1471.
For COc1ccc(/C=C/C(=O)c2cc(Cl)ccc2O)c(OC)c1 the results were Large T inhibition 20%, PhoP inhibition -3%, West Nile antiviral 1.4%, RSV CPE inhibition 8.6%, Ins promoter up -0.3 and Ins promoter up cell count 1085.
Cc1noc(C)c1CSc1ncnc2sc3c(c12)CCC(C)C3 (centres undefined) was read as Large T inhibition 6%, PhoP inhibition -1%, West Nile antiviral -1.0%, PMI inhibitors 10%, CSM14.1 death rescue -0.4%, TNAP activators 1.1, human PMI inhibitors 6%, RSV CPE inhibition 1.1%, Ins promoter up -1.3 and Ins promoter up cell count 1149.
Screening CCC(CC)NC(=O)CSc1nnc(-c2ccc(OC)cc2)n1C(C)C returned Large T inhibition 7%, PhoP inhibition 2%, West Nile antiviral -1.0%, PMI inhibitors -7%, CSM14.1 death rescue -0.3%, TNAP activators 1.1, human PMI inhibitors -11%, RSV CPE inhibition 2.1%, Ins promoter up -0.65 and Ins promoter up cell count 1257.
For CC(=O)Nc1ccc(S(=O)(=O)NNC(=O)COc2cc(C)ccc2C(C)C)cc1 the results were Large T inhibition 24%, PhoP inhibition 1%, West Nile antiviral -0.1%, PMI inhibitors -3%, CSM14.1 death rescue -2.8%, TNAP activators 1, human PMI inhibitors -21%, RSV CPE inhibition 5.1%, Ins promoter up 0.5 and Ins promoter up cell count 1044.
For CCOC(=O)c1ccc2nc(C)c(C)nc2c1 the results were Large T inhibition 3%, PhoP inhibition 2%, West Nile antiviral 0.2%, Ins promoter up -0.08 and Ins promoter up cell count 1028.
Screening Clc1cnc(N/N=C/c2cccs2)c(Cl)c1 returned Large T inhibition 1%, PhoP inhibition 10%, West Nile antiviral 0.0%, PMI inhibitors 2%, CSM14.1 death rescue -2.0%, TNAP activators 1.4, human PMI inhibitors -3%, RSV CPE inhibition 3.8%, Ins promoter up -0.76 and Ins promoter up cell count 1288.
Screening C[C@]12CCC(=O)C=C1CC[C@@H]1[C@@H]2[C@@H](O)C[C@@]2(C)[C@H]1CC[C@]2(O)C(=O)COC(=O)CCC(=O)O returned Large T inhibition 11%&18%, PhoP inhibition 1%&1%, West Nile antiviral 0.0%&0.5%, PMI inhibitors 3%, CSM14.1 death rescue -1.9%&-1.7%, TNAP activators 1.1, human PMI inhibitors 4% and RSV CPE inhibition -1.3%&-2.1%.
Cc1[nH]n(-c2ccccc2)c(=O)c1N=Nc1ccccc1C(=O)N1CCCCC1 was read as Large T inhibition 19%, PhoP inhibition -5%, West Nile antiviral 0.5%, RSV CPE inhibition 7.2%, Ins promoter up -0.37 and Ins promoter up cell count 1048.
Screening CCNC(=S)N1C2CCC1CC(NC(=O)NC1CCCCC1)C2 (centres undefined) returned Large T inhibition 8%, PhoP inhibition 8%, West Nile antiviral 0.3%, PMI inhibitors 12%, CSM14.1 death rescue 0.3%, TNAP activators 1.1, human PMI inhibitors 18%, RSV CPE inhibition 0.6%, Ins promoter up -0.08 and Ins promoter up cell count 1824.
CCOc1ccc(OCCC(=O)OCC(=O)NCc2ccccc2)cc1 was read as Large T inhibition 24%, PhoP inhibition 4%, West Nile antiviral 0.3% and RSV CPE inhibition 1.3%.
`O=C(Nc1cccc(C(=O)N2CCN(c3ccc(F)cc3)CC2)c1)c1ccccc1` gave Large T inhibition 32%, PhoP inhibition 15%, West Nile antiviral -1.3%, PMI inhibitors 17%, CSM14.1 death rescue 1.1%, TNAP activators 1.1, human PMI inhibitors 17%, RSV CPE inhibition 9.1%, Ins promoter up -0.34 and Ins promoter up cell count 1445.
For COc1ccccc1NC(=O)C1CCCN(S(=O)(=O)c2cnc[nH]2)C1 (centres undefined) the results were Large T inhibition 2%, PhoP inhibition 7%, West Nile antiviral 1.3%, PMI inhibitors 9%, CSM14.1 death rescue -1.1%, TNAP activators 1, human PMI inhibitors 9%, RSV CPE inhibition -0.3%, Ins promoter up 0.55 and Ins promoter up cell count 1012.
CS(=O)(=O)N1CCN(c2ccc(Cl)cc2[N+](=O)[O-])CC1 was read as Large T inhibition 3%, PhoP inhibition 13%, West Nile antiviral -1.2%, PMI inhibitors -2%, CSM14.1 death rescue -1.3%, TNAP activators 1, human PMI inhibitors -17%, RSV CPE inhibition 3.8%, Ins promoter up -0.09 and Ins promoter up cell count 1366.
OCCNc1nc(NCc2ccccc2)c2ccccc2n1 was read as Large T inhibition 11%, PhoP inhibition 3%, West Nile antiviral -2.1% and RSV CPE inhibition inconclusive.
Screening Cn1c(SC/C=C/c2ccccc2)nnc1-c1ccco1 returned Large T inhibition 1%, PhoP inhibition -8%, West Nile antiviral 0.0%, PMI inhibitors 0%, CSM14.1 death rescue -0.6%, TNAP activators 1.1, human PMI inhibitors 6%, RSV CPE inhibition 6.0%, Ins promoter up -1.3 and Ins promoter up cell count 667.
